uPA surface inh: blocks generation of uPA at the cell surface; cell surface uPA generation assay, qHTS; Potency, µM (titrated, usually from 38.3 µM), for the others: at the highest dose activity change, negative = inhibition, actives largely listed as inhibitors; 0.31% of 330,000 active; AID 540303; active means well fitted inhibition curve with a large enough effect; inconclusive means small, poorly fitted or top-dose-only effect; inactive means no such curve, though single readings can be large or run the other way; tested in mouse RAW 264.7 cells; further: potency means the concentration at half of the fitted maximal effect; nearly all actives have a fitted effect of over 55% in size
Giardia kill: kills Giardia lamblia. Giardia lamblia trophozoite viability. activity change, % at 7.66 µM, hits read low. 0.15% of 340,000 active. AID 540267; in the data active means activity change below about -80%; inconclusive means between about -30% and that limit;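 further: parasites exposed to compound for two days anaerobically before the ATP read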
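Media and compound were dispensed first, then trophozoites at 100 cells/well; plates sat 48 hrs at 37 deg C without oxygen before ATP luminescence reagent was added and read after 15-30 min at room temperature.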
Coupling enz: coupling enzyme interference in Giardia aldolase counter-screen. activity change, negative = inhibition, % at 58.2 µM, hits read low. coupling enzyme system counterscreen, AmpLite Red fluorescence. 0.67% of 290,000 active; in the data active means activity change below about -30%
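Activity here indicates interference with the coupling reaction, not aldolase inhibition. Compounds at 57.5 uM final met coupling enzymes for 10 min at RT; substrate and AmpLite Red detection followed, with a 525/598 nm fluorescence read after 20 min.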
Eya2 inh: Eya2 (human) phosphatase inhibition | O00167 | recombinant Eya2, OMFP fluorescence dephosphorylation (OMFP is methylfluorescein phosphate) | Potency, µM (top dose mostly 76.9 µM), for inactives: at the top dose activity, negative = inhibition, hits mostly inhibitors | 0.006% of 330,000 active | AID 488837; further: potency means the concentration at half of the fitted maximal effect
Target sequence (O00167 whole entry, looked up): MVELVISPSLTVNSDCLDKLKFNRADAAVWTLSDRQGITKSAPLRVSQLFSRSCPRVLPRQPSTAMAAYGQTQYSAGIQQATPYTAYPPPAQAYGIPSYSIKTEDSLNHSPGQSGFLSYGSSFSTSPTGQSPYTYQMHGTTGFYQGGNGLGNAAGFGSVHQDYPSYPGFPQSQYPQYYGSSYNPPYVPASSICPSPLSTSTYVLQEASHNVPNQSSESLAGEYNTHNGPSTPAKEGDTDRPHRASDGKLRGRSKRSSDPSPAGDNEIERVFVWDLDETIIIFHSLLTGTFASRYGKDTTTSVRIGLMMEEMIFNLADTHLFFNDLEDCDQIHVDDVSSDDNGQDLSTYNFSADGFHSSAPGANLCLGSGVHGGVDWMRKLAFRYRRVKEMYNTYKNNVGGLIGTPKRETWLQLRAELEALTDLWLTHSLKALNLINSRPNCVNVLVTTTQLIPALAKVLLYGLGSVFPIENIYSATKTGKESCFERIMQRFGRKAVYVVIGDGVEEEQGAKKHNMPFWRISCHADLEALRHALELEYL
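Eya2 protein (added as 0.2 uM solution) was preincubated with compound for 10 min at ambient temperature in 50 mM HEPES pH 7.5, 50 mM NaCl, 5 uM MgCl2, 0.05% BSA, 1 mM DTT. OMFP (added at 50 uM) then reacted 10 min; fluorescence read at 485/525 nm.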
KCNH2 3.1 inh: inhibitors of human KCNH2 3.1 potassium channel isoform; activity change, % (tested at about 1.8 µM); U2OS KCNH2 3.1, thallium flux FluxOr; stronger effect = lower value; 0.95% of 340,000 active; AID 720553;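 active means maximum activity change below -70%; inconclusive means maximum activity change from -70% to -50%; inactive means maximum activity change above -50%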;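 further: thallium influx rate constant from kinetic fluorescence after stimulation buffer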
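Virally transduced U2OS (3.1 isoform, 4 h infection in dark at RT) → overnight 37 C → FluxOr + Red40 in HBSS/HEPES, 45 min → stimulation buffer, 2 min kinetic read → rate constant vs DMSO controls.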
B2AR arrestin: beta2AR (human) beta-arrestin recruitment activity; P07550; beta-arrestin recruitment to beta2AR, cell-based reporter; Potency, µM (series often up to 46.1 µM), for inactives: top-dose activation, actives largely listed as activators; 0.02% of 330,000 active;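 further: potency means the concentration at half of the fitted maximal effect; 0% = DMSO controls and full agonism = EC100 isoproterenol or metaproterenol; nearly all actives have a fitted effect of over 65% in size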
USP2a inh: USP2a (human) protease inhibition; Potency, µM (doses to about 38.3 µM), without a hit: at the highest dose activity change, negative = inhibition, actives largely listed as inhibitors; USP2 core, Ub-CHOP2 coupled fluorogenic reporter, 485/531; 0.01% of 330,000 active; O75604;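 further: potency means the concentration at half of the fitted maximal effect; plate controls were DMSO wells for no effect and full inhibition by NEM control for full effect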
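Deubiquitinase activity read as fluorescence (485/531 nm) after Ub-CHOP2 cleavage activates the enterokinase reporter on its substrate; USP2 core 10nM, Ub-CHOP2 and substrate 25nM each, 30min compound preincubation then 60min RT; data normalized to NEM, curves fitted.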
KCNH2 WT inh: blocks the wildtype human KCNH2 potassium channel | Q12809 | U2OS, BacMam KCNH2, thallium flux FluxOr; stronger effect = lower value | activity change, % at 1.84 µM | 0.37% of 340,000 active | AID 720551;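 active means maximum activity change below -70%; inconclusive means maximum activity change between -70% and -50%; inactive means maximum activity change above -50%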
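U2OS cells transduced with wild-type KCNH2 virus are loaded with FluxOr dye for 45 min, and thallium flux is measured in kinetic reads before and after stimulation buffer. Rate constants are normalized to DMSO controls.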
PKM2 activator: PKM2 (human) enzyme activation. AID 1631. purified PKM2, Kinase-Glo ATP luminescence, activation; response scale: 0% is enzyme alone, no compound. 0.34% of 260,000 active. P14618. Potency, µM (highest dose often 57.5 µM), for the others: at the top dose activation, hits mostly activators; further: potency means the concentration at half of the fitted maximal effect; nearly all actives have a fitted effect of over 55% in size
Target sequence (P14618 whole entry, looked up): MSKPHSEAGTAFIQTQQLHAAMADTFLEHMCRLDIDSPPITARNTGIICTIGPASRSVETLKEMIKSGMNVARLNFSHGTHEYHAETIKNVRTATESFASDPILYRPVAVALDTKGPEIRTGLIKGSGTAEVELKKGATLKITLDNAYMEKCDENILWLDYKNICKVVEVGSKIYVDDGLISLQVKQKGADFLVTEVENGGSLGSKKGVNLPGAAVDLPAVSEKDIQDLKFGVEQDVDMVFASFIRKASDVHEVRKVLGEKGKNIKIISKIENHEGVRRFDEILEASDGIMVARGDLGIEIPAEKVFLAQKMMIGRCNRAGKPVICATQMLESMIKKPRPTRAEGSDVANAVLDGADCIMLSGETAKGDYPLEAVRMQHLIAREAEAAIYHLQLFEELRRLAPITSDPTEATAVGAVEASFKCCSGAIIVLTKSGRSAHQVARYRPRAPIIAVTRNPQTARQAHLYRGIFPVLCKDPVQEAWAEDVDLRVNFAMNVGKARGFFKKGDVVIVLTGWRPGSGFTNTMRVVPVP
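ATP formation by purified human PK-M2, quantified via coupled luciferase luminescence after 1 h at room temperature with 0.1 mM ADP and 0.5 mM PEP final.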
BCR signal inh: chronic active BCR signaling inhibition; Potency, µM (series often up to 46.1 µM), for inactives: at the top dose ratio change, negative = lower green/red ratio, usual class: inhibitors; ABC-DLBCL IkBa-CBG/CBR reporter, luminescence ratio, 4 h; 0.05% of 340,000 active; active means well fitted inhibition curve with a large enough effect in the signal ratio, with a control signal flat, not every such curve was filed as active; inconclusive means small, poorly fitted or top-dose-only effect, or effect the other way, or a change in a side signal; the % refers to the signal ratio;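 further: potency means the concentration at half of the fitted maximal effect; plate controls were basal doxycycline-induced cells for no effect and cells given 10 µM MG132 for full effect; MG132 reads +100%, hits lower the ratio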
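Cell line TMD8 (human ABC DLBCL), stably expressing tet-inducible CBG68-IkBa fusion and CBR; IMDM/0.5% FBS; cpd up to 46 uM; dox induction, 4 h, 37C/5% CO2; dual luminescence; green/red ratio; MG132 control.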
GALK inhibitor: galactokinase (human) inhibition | P51570 | Purified GALK, Kinase-Glo residual ATP luminescence | Potency, µM (doses to about 57.5 µM), for inactives: at the top dose activity change, negative = inhibition, most hits filed as inhibitors | 0.007% of 270,000 active; further: potency means the concentration at half of the fitted maximal effect
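Human GALK (5 nM) with 35 uM ATP and 100 uM galactose in 20 mM HEPES pH 8.0, 5 mM MgCl2, 60 mM NaCl, 1 mM DTT, 0.01% BSA. After 1 h at room temperature, leftover ATP was read by Kinase-Glo Plus luminescence.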
* = called active by the depositor; ? = inconclusive; / = not tested or not shown; [ ] = remark or other dose. Unless noted, the call rests on the fitted dose curve; in most records, active means well fitted curve in the direction sought with a large enough effect; inconclusive means small, poorly fitted or top-dose-only effect, or another doubt; inactive means no such curve, though single readings can be large; an effect the other way counts as inactive or inconclusive. Unless noted, on the % scale 0 is the no-effect control and ±100 the full control effect. Rows are unselected; 2.4% or so of the library scored in one or more.

SMILES | uPA surface inh | Giardia kill | Coupling enz | Eya2 inh | KCNH2 3.1 inh | B2AR arrestin | USP2a inh | KCNH2 WT inh | PKM2 activator | BCR signal inh | GALK inhibitor
CN1C(=O)C2(CCCCC2)C1c1ccccc1 (configuration not stated) | 7% | 21 | / | 4% | 22 | -0.7% | 2% | 0 | / | 6% | /
O=C(NC(=S)N1CCCCCC1)C1CC1 | 2% | -25 | 0 | 6% | 14 | -0.2% | 2% | 6 | -7% | -7% | 2%
CCN(c1ccccc1)S(=O)(=O)c1ccc2c(c1)N(C(C)=O)CCO2 | -3% | -9 | 3 | 5% | 8 | -0.1% | -1% | -16 | / | -6% | 3%
CC12CCC(=O)N1C(C(=O)NNC(=O)COc1ccccc1Cl)CS2 (configuration not stated) | 1% | 11 | / | -8% | 7 | 0.0% | -1% | -2 | / | 0% | /
CSc1ccc(C2C(C#N)=C(N)N(c3ccccc3)C3=C2C(=O)CCC3)cc1 (configuration not stated) | 1% | 7 | -8 | 2% | -2 | 0.4% | 6% | 2 | 21% | -1% | 1%
Cn1c(=O)[nH]c(=O)c2c1nc(N1CCNCC1)n2Cc1cccc2ccccc12 | 6% | 0 | -2 | -21% | 15 | 0.2% | 1% | 12 | -6% | 5% | 0%
CCN1CCN(C(=O)Cn2nc(C)n3c(cc4c(OC)cccc43)c2=O)CC1 | 4% | 8 | 0 | 4% | -16 | -0.2% | 2% | 0 | / | -3% | 1%
COC(=O)c1ccc(CSc2ncnc3ccccc23)o1 | -8% | 8 | -1 | 4% | 12 | -0.5% | ? | -6 | 7% | ? | 1%
CCCCNC(=O)CN1CCC2(O)CCCCC2C1c1ccccc1OC (configuration not stated) | -1% | -9 | 2 | -7% | 3 | 0.4% | 3% | / | -2% | 0% | 2%
Cc1noc(C)c1C(=O)Nc1nc2ccc(F)cc2s1 | -8% | -6 | / | -2% | -12 | 0.0% | 1% | 31 | / | ? | /
CCCCOc1ccc(Cc2c(COCC)[nH]c(=S)[nH]c2=O)cc1 | 1% | 14 | 6 | -11% | 3 | 0.5% | 4% | -6 | -1% | -4% | 2%
N#Cc1ccsc1NC(=O)CCN1C(=O)C2CCCCC2C1=O (configuration not stated) | 0% | -9 | / | 2% | -16 | -0.9% | 0% | -13 | / | 0% | /
COc1ccc(S(=O)(=O)N2CC(=O)Nc3ccccc32)cc1F | -2% | -3 | 3 | 3% | 14 | 0.4% | 1% | 10 | 2% | 3% | -5%
COc1ccccc1NC(=O)c1nn(-c2ccccc2)ccc1=O | -1% | 6 | -2 | 12% | 10 | -0.1% | 0% | 3 | 1% | ? | -3%
COC(=O)CSc1snnc1-c1ccc(Cl)cc1Cl | 12% | -5 | 0 | 18% | 22 | -0.9% | 1% | 1 | 0% | 5% | -3%
COC(=O)c1sc2ccccc2c1N | -6% | -23 | -2 | -29% | 19 | 0.1% | 1% | -10 | -22% | -8% | -1%
Cc1cc(=O)nc2c3ccccc3n(C(C)C(=O)NCCN3CCOCC3)n12 (configuration not stated) | 0% | -14 | / | -3% | 19 | -1.1% | 0% | -4 | / | 2% | 2%
CCCc1cc(=O)[nH]c(SCC(=O)N2CCN(S(=O)(=O)c3ccc(C)cc3)C2)n1 | 1% | 37[activator] | 7 | 1% | 3 | 0.1% | 1% | -1 | 0% | -1% | -2%
Cc1cc(CNC(=O)COc2ccc(F)cc2Cl)cc(C)c1O | -2% | -19 | -1 | -11% | -2 | 2.7% | 4% | -10 | -1% | -15% | 7%
CS(=O)(=O)N(CC(=O)Nc1ccccc1Br)Cc1ccccc1 | 2% | -1 | 3 | 1% | 6 | 0.0% | 1% | 13 | 3%[11.5 µM] | -3% | -2%
O=C(NC1=NCCS1)C1CCN(S(=O)(=O)c2ccccc2C(F)(F)F)CC1 | 17% | -19 | / | 1% | -1 | 0.1% | 0% | -3 | / | 0% | /
CCOC(=O)c1ccc2nc(NC(NC(C)=O)(C(=O)OC)C(F)(F)F)sc2c1 (configuration not stated) | / | 2 | 1 | -20% | -9 | -1.0% | -1% | -6 | -1% | -9% | 3%
CCC(C(=O)NC1CCCC1)N(C(=O)Cn1nnc(-c2ccc(C)o2)n1)c1ccc(OC)cc1 (configuration not stated) | 0% | -11 | 1 | -17% | -21 | -0.3% | 0% | 5 | -1% | -6% | 7%
CCOC(=O)N1CCN(CC(=O)Nc2ccc(C)c(Br)c2)CC1 | -4% | 8 | 3 | -3% | -9 | -0.6% | 2% | 32 | 5% | -1% | 3%

Quoted at random: 5 records from the list
SMILES | uPA surface inh | Giardia kill | Coupling enz | Eya2 inh | KCNH2 3.1 inh | B2AR arrestin | USP2a inh | KCNH2 WT inh | PKM2 activator | BCR signal inh | GALK inhibitor
COC(=O)c1sc2ccccc2c1N | -6% | -23 | -2 | -29% | 19 | 0.1% | 1% | -10 | -22% | -8% | -1%
Cc1cc(CNC(=O)COc2ccc(F)cc2Cl)cc(C)c1O | -2% | -19 | -1 | -11% | -2 | 2.7% | 4% | -10 | -1% | -15% | 7%
COC(=O)CSc1snnc1-c1ccc(Cl)cc1Cl | 12% | -5 | 0 | 18% | 22 | -0.9% | 1% | 1 | 0% | 5% | -3%
O=C(NC1=NCCS1)C1CCN(S(=O)(=O)c2ccccc2C(F)(F)F)CC1 | 17% | -19 | / | 1% | -1 | 0.1% | 0% | -3 | / | 0% | /
CCCc1cc(=O)[nH]c(SCC(=O)N2CCN(S(=O)(=O)c3ccc(C)cc3)C2)n1 | 1% | 37[activator] | 7 | 1% | 3 | 0.1% | 1% | -1 | 0% | -1% | -2%

New compounds follow
SMILES | uPA surface inh | Giardia kill | Coupling enz | Eya2 inh | KCNH2 3.1 inh | B2AR arrestin | USP2a inh | KCNH2 WT inh | PKM2 activator | BCR signal inh | GALK inhibitor
Cc1cccc(NC(=O)CC(C)(C)C)c1 | -1% | 5 | 0 | 7% | -4 | -0.1% | 5% | -7 | 2% | -1% | 0%
CCN(CC)C(=O)C1CCC(CNS(=O)(=O)c2cccc3nsnc23)CC1 (configuration not stated) | 5% | -4 | / | 2% | 20 | -0.1% | 3% | -4 | / | 1% | 6%
COC(=O)c1cc(NC(=O)C2(S(=O)(=O)c3ccc(C)cc3)CC2)cc(C(=O)OC)c1 | 4% | -3 | -2 | -6% | 6 | -0.3% | 3% | -7 | -2% | ? | 1%
COc1cccc(C(C)NC(=S)NCc2ccc(F)cc2)c1 (configuration not stated) | -5% | -10 | 1 | 0% | -19 | 0.2% | -2% | 10 | 2% | 0% | 4%
Cn1c(=O)[nH]c(=O)c2c1nc(SCCO)n2Cc1ccccc1Cl | -3% | 13 | 2 | 10% | -10 | 0.1% | 1% | -3 | -3% | -2% | -3%
O=C(O)C(c1ccccc1)N1C(=O)c2cccc3cccc(c23)C1=O (configuration not stated) | 11% | -3 | 0 | 1% | 0 | -0.6% | 0% | 0 | -3%[11.5 µM] | 2% | -1%
O=C1CN(C(=O)COC(=O)CCNS(=O)(=O)c2ccc(Cl)cc2)c2ccccc2N1 | -3% | -4 | 3 | -6% | -1 | -0.3% | -17% | -12 | 2% | 9% | 4%
COc1cccc(/C=C2\SC(=O)NC2=O)c1OCc1ccc(C(=O)O)cc1 | -1% | 1 | 22 | 5% | -1 | 0.0% | 2% | -3 | -5% | -2% | -6%
CCN1C(=O)c2cccc3c(S(=O)(=O)NC(Cc4c[nH]c5ccccc45)C(=O)O)ccc1c23 (configuration not stated) | -7% | 0 | 0 | -10% | 9 | -0.2% | 0% | 2 | -3% | -2% | 0%
CCN(C(=O)c1cc2cc3ccc(C)cc3nc2o1)c1ccc(OC)cc1 | 4% | -4 | 2 | 3% | 18 | -0.5% | -1% | 3 | -5% | ? | 1%
O=C(CCc1nnc(CCCc2ccccc2)o1)NCC(F)(F)F | 7% | -14 | 3 | 0% | -182* | 0.4% | 3% | -240* | -2% | ? | 9%
O=C(CSCc1ccc(F)cc1)Nc1ccc(F)cc1 | 7% | -5 | -1 | -7% | -3 | -0.8% | -2% | 1 | 6% | 0% | /
COc1ccc(-c2cc(C(=O)Nc3nc4ccccc4s3)c3ccccc3n2)cc1OC | -2% | 11 | -2 | 6% | -9 | 0.1% | -10% | 2 | -4% | 6% | 2%
Cc1ccccc1CN1C[C@@H]2C[C@@H](c3ccc4nsnc4c3)N3CCC[C@@]23C1=O | -1% | 2 | -1 | 3% | 6 | -0.7% | -2% | 10 | 2% | -25% | 1%
NC(=O)c1cc(N)ccc1N1CCCC1 | -5% | 15 | -25 | -14% | -13 | -0.5% | -4% | 6 | 0% | -3% | -1%

From PubChem
